High-throughput results deposited in PubChem by National Center for Advancing Translational Sciences (NCATS).
KDM4E inh = inhibitors of human JMJD2E histone demethylase | 1.6% of 230,000 active | B2RXH2 | JMJD2E catalytic domain, FDH-coupled NADH fluorescence (FDH is formaldehyde dehydrogenase) | Potency, µM (highest dose often 57.1 µM), for the others: at the highest dose activity change, negative = inhibition, actives largely listed as inhibitors; active means well fitted inhibition curve with a large enough effect, not every such curve was filed as active; inconclusive means small, poorly fitted or top-dose-only effect, or another doubt; inactive means no such curve, though single readings can be large or run the other way;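 further: 0% = wells with enzyme and -100% = buffer wells without enzyme; nearly all actives have a fitted effect of over 50% in size; many of its hits are not listed in these tables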
Target sequence (B2RXH2 1-337 limits assumed): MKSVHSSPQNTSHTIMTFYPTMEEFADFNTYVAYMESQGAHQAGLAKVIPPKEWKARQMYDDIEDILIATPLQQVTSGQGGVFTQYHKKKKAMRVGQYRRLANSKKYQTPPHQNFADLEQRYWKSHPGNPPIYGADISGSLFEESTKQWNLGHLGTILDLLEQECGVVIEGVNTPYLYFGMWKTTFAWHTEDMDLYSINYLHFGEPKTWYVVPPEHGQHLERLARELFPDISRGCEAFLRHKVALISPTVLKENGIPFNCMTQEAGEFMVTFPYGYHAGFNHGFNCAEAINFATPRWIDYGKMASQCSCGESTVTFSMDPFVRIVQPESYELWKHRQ
ALDH1A1 block = blocks purified human ALDH1A1 activity | Purified ALDH1A1, NADH fluorescence, propionaldehyde substrate | Potency, µM (top dose mostly 75.3 µM), for the others: top-dose activity, negative = inhibition, most hits filed as inhibitors | 7.3% of 220,000 active; active means well fitted inhibition curve with a large enough effect, not every such curve was filed as active; inconclusive means small, poorly fitted or top-dose-only effect, or another doubt; inactive means no such curve, though single readings can be large or run the other way;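 further: plate controls were no enzyme wells and a reference inhibitor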
Target sequence (P00352 whole entry, looked up): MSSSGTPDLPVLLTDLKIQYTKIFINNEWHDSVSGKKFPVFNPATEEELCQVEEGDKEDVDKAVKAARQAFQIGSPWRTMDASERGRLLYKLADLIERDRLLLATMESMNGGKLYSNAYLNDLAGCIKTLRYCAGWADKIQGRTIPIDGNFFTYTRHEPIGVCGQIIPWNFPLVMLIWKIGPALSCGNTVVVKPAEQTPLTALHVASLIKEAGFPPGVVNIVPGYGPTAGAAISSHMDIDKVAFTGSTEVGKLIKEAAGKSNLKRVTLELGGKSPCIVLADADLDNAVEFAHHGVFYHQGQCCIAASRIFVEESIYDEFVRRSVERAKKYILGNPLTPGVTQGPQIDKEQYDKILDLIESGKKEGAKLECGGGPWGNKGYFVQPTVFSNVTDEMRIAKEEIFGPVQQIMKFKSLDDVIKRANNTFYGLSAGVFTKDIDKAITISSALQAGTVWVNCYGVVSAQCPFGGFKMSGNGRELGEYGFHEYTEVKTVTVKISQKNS
HTT aggregate = inhibitors of mutant huntingtin aggregate formation in PC12 cells | PC12 HttQ103-GFP aggregates, Acumen cytometry, 40 h | Potency, µM (top dose mostly 46.1 µM), without a hit: top-dose activity change, negative = inhibition, usual class: inhibitors | 1.1% of 220,000 active | AID 1688; further: on the % scale 0 is the no-effect control and ±100 the full control effect; nearly all actives have a fitted effect of over 60% in size
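Compounds (qHTS titration) were added to PC12 cells expressing an ecdysone-driven HTT exon 1 Q103–GFP fusion after induction with 100 nM tebufenozide. Aggregate formation was measured as GFP objects in cell lysates.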
SMN2 splice up = increases expression of the SMN2 splice variant; HEK293 SMN2-luciferase splicing reporter, luminescence, 30-36 h; Potency, µM (titrated, usually from 46.1 µM), for inactives: top-dose activity change, positive = activation, hits mostly activators; 2.8% of 210,000 active; AID 1458; further: % of control where 0% means no effect; nearly all actives have a fitted effect of over 55% in size
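HEK293 cells carry an SMN2 […]–luciferase reporter in which exon 7 inclusion puts luciferase in frame. Cells were plated 10-12 h before compound addition, then incubated 30-36 h at 37C. ONE-Glo luminescence was read; sodium butyrate at 4.5 mM final served as control.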
Tau FP inhib = inhibitors of human tau fibril formation; AID 1468; 0.39% of 280,000 active; Potency, µM (series often up to 57.7 µM), inactives show at the highest dose activity, negative = inhibition, usual class: inhibitors; K18 P301L tau heparin fibrillization, Alexa594 FP, 6 h; further: on the % scale 0 is the no-effect control and ±100 the full control effect; nearly all actives have a fitted effect of over 55% in size
Target sequence (P10636 561-689 P618L limits assumed): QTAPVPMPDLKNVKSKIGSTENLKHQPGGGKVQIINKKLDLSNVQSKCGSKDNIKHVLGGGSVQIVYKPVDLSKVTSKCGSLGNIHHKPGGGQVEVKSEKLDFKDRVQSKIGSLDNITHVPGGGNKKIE
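FP of Alexa 594-tau after heparin (20 uM) induction. Substrate: human K18 P301L, 15 uM unlabeled, 0.24 uM labeled. Buffer 100 mM sodium acetate pH 7. 6 hr, 37 C.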
Tau ThT inhib = tau fibrillization inhibition (ThT binding); P10636; recombinant tau K18 P301L, heparin-induced fibrillization, ThT fluorescence; Potency, µM (highest dose often 57.4 µM), for inactives: at the top dose activity, negative = inhibition, most hits filed as inhibitors; 2.1% of 270,000 active; AID 1460; further: on the % scale 0 is the no-effect control and ±100 the full control effect; nearly all actives have a fitted effect of over 55% in size
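Heparin-induced fibrillization of the P301L-mutant K18 repeat-domain fragment of human tau was followed by ThT binding in quantitative high-throughput format.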
HTT cytoprotect = protects HTT-Q103 PC12 cells, measured by ATP. PC12 HTT-Q103 induced, cytoprotection, ATP luminescence, 40 h. Potency, µM (titrated, usually from 56.4 µM), for the others: cytoprotection (ATP increase), most hits filed as activators. 0.14% of 230,000 active;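 further: % of control where 0% means no effect; nearly all actives have a fitted effect of over 45% in size; toxic huntingtin expression switched on by the ecdysone agonist tebufenozide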
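PC12 cells with ecdysone-inducible HTT exon 1 Q103-GFP, induced with 100 nM tebufenozide and co-treated with library compounds in a dose series (1536-well, 1500 cells/well). Cytoprotection read as ATP content by ATPlite luminescence.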
Tau fluor counter = counter-screen for tau fibril formation inhibitors | tau K18 P301L Alexa594 fluorescence, heparin fibrillization | AID 1463 | 0.93% of 280,000 active | Potency, µM (doses to about 57.7 µM), without a hit: top-dose activity change, negative = decrease; further: on the % scale 0 is the no-effect control and ±100 the full control effect; nearly all actives have a fitted effect of over 55% in size
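Human tau K18 P301L (15 uM unlabeled, 0.24 uM Alexa 594-labeled) in 100 mM sodium acetate pH 7 with 20 uM heparin, 6 hr at 37 C. ThT 30 uM added, 1 hr ambient; Alexa 594 FP and total fluorescence read at 555/632 nm.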
Active calls of the source: *; ? = inconclusive; · = no result given; & = joins results of further samples; [ ] = dose if it differs, or a comment. Unless noted, the call rests on the fitted dose curve; in most records, active means well fitted curve in the direction sought with a large enough effect; inconclusive means small, poorly fitted or top-dose-only effect, or another doubt; inactive means no such curve, though single readings can be large; an effect the other way counts as inactive or inconclusive. Potency means the concentration at half of the fitted maximal effect. The list is partial. The share of hits here may be higher or lower than overall.

Molecule	KDM4E inh	ALDH1A1 block	HTT aggregate	SMN2 splice up	Tau FP inhib	Tau ThT inhib	HTT cytoprotect	Tau fluor counter
CC1(C)C(C#N)=C(N)OC2=C1C(=O)CCC2	0%	3%	-1%	-4%	0%	-6%	15%[10 µM]	2%
O=S(=O)(c1ccc2ccccc2c1)N1CCN(S(=O)(=O)N2CCOCC2)CC1	0%	5%	-8%	-5%	3%	10%	-4%	0%
CC(C)(C)c1ccc(/C=N/N2CCN(c3ccccn3)CC2)cc1	0%	·	-4%[9.22 µM]	·	1%	?	16%[10 µM]	-25%
CCn1c(N)c(C(=O)NCCCOC)sc1=S	?	3.2µM*	28%	-32%	?	-13%	-7%	-12%
O=C(Nc1ccc(N2CCOCC2)cc1)C1CCCCC1	4%	23%	18%	1%	15%	-3%	-18%	2%
CSc1c(-c2ccccn2)c(N)nn1C(=O)C1CCC1	5%	7%	17%[9.22 µM]	·	-3%	?	5%[10 µM]	-21%
COc1cc(NC(=S)NCCC(c2ccccc2)c2ccccc2)cc(OC)c1	12%	?	?	-22%	?	-4%	·	?
CCOCCCNS(=O)(=O)c1ccc(NC(=O)C2CC(=O)N(c3ccc(C)cc3)C2)cc1 (stereo unspecified)	1%	?	-10%	-11%	4%	-4%	-29%	-17%
c1ccc(-c2noc(CN3CCOCC3)n2)cc1	-2%	2%	-8%[9.22 µM]	·	4%[2.34 µM]	1%	-20%[10 µM]	11%[2.34 µM]
O=C(Cn1cnc2ccccc2c1=O)NCC1COc2ccccc2O1 (stereo unspecified)	-10%	-4%	-4%	0%	?	-6%	4%	-1%
COc1ccc(N(C(C)C(=O)N/N=C/c2ccc(OC)c(OC)c2)S(C)(=O)=O)cc1 (stereo unspecified)	-16%	6%	5%	·	0%	-5%	-22%	-3%
OC(COC(c1ccc(Cl)cc1)c1ccc(Cl)cc1)CN1CCc2ccccc2C1 (stereo unspecified)	-15%	10%	?	-25%	3%	?	31%[10 µM]	-16%
CCN(CC)CCCC(C)n1c(-c2ccccc2)nc2c(N3CCOCC3)nc(C)nc21 (stereo unspecified)	?	?	·	-3%	-5%	0%	-17%	-1%
CCc1nc(SCC(=O)c2cc(C)ccc2C)n[nH]1	?	?	-1%	-3%	-5%	-15%	0%[10 µM]	-12%
O=C(Nc1cc(C(F)(F)F)ccc1Cl)c1noc2c1CCCCC2	·	·	·	12%	?	-6%	·	-22%
COc1ccc(-c2cc(C(F)(F)F)nc(S(=O)(=O)CCCC(=O)Nc3cccnc3Cl)n2)cc1OC	?	?	?	8%	0%	-2%	-150%[inhibitor]	1%
O=C(COC(=O)c1ccc(Cl)nc1)NCc1cccs1	14%	8.9µM*	7%[9.22 µM]	·	-7%	-10%	30%[10 µM]	-13%
Oc1c(C=Nc2ccc(Cl)cn2)sc2ccccc12	?	·	24%[9.22 µM]	·	5%	?	31%[10 µM]	-14%
Cc1sc2nc(CSc3nc4ccccc4s3)[nH]c(=O)c2c1C	9%	7.9µM*	15%	-5%	-9%	?	7%	-25%
C/C(CC(=O)Nc1cc(Cl)ccc1Cl)=N\NC(N)=S	-4%	13µM*	-7%	-5%	3%	2%	-15%	2%
COc1cc(/C=N/n2cnnc2)ccc1OC(=O)c1ccco1	10%	6%	14%	30%	-1%	?	15%	-14%
CCSc1nnc2c(n1)OC(CC)N(C(C)=O)c1ccccc1-2 (stereo unspecified)	·	·	·	-14%	-3%	-4%	·	-5%
COc1ccc2nc3sc(C(=O)NCc4cccs4)c(N)c3cc2c1	?	4µM*	3%	3.5µM*	-1%	16µM*	-35%	?
COCCn1cnc2c1c(=O)n(CC(=O)c1ccc3c(c1)OCCO3)c(=O)n2Cc1ccccc1	?	·	7%[9.22 µM]	·	10%	-13%	-5%&23%[10 µM]	-26%
N=c1n(CCN2CCOCC2)c2ccccc2n1Cc1ccccc1Br	0%	6%	-13%	-15%	-4%	-7%	-12%	-5%
O=C(NN1C(=O)c2ccccc2C1=O)c1ccncc1	11%	9%	18%	7%	-1%	3%	-18%	3%
O=c1[nH]c2cc3c(cc2cc1CN(CC1CCCO1)S(=O)(=O)c1ccccc1)OCCO3 (stereo unspecified)	?	?	-5%	11%	-5%	-14%	-5%	-6%
O=C(c1ccccc1F)N1CCN=C1c1ccccc1	4%	4%	-13%	-11%	0%	-2%	7%	1%
O=C(NC1CCCC1)c1ccc(CNc2c(N3CCOCC3)c(=O)c2=O)cc1	1%	5%	32%	9%	1%	-6%	-23%	-8%
O=C(NC1CCCC1)C(c1ccc(N2CCOCC2)cc1)N(Cc1ccccc1)C(=O)c1ccco1 (stereo unspecified)	14%	?	23%	-3%	1%	-5%	-30%[10 µM]	-6%
CC1CN(C)C(C)C/C1=N\Oc1ccc([N+](=O)[O-])cc1 (stereo unspecified)	1%	3%	2%[9.22 µM]	·	-6%	-9%	11%[10 µM]	-11%
CCOC(=O)c1[nH]ncc1CN1CCCC(C(=O)c2cccc3ccccc23)C1 (stereo unspecified)	-11%	11%	2%[9.22 µM]	·	2%	-11%	14%[10 µM]	-5%
O=C(Nc1ccc(N2CCCCC2)cc1)c1ccc2c(c1)OCCO2	-3%	-37%	-29%	-24%	12%	?	-63%[inhibitor]	?
O=[N+]([O-])c1cc2c(cc1C=Nc1ccccc1)OCO2	44%[activator]	?	-18%	-8%	-8%	?	6%	-17%
Cc1[nH]nc2c1C(c1ccc3c(c1)OCO3)C(C#N)=C(N)O2 (stereo unspecified)	2%	-11%	-14%	-2%	-7%	-13%	-7%[10 µM]	-5%
CCN(CC)C(=O)CSc1nnc([C@@H](NC(=O)OC(C)(C)C)C(C)C)o1	14%	4%	8%	-10%	-6%	-1%	-4%	1%
O=C(Nc1nnc(-c2ccco2)o1)c1ccc(S(=O)(=O)N2CCCC2)cc1	?	35µM*	-13%	-85%[inhibitor]	-5%	-5%	-27%	-8%
COc1ccc2oc(=O)c(C(=O)N3CCN(c4ccccc4F)CC3)cc2c1	?	-4%	-11%	-16%	-3%	-9%	12%[10 µM]	1%
CCOC(=O)c1csc(NC(=O)c2cc3ccccc3o2)n1	?	-11%	-2%[9.22 µM]	·	-4%	-11%	-38%[10 µM]	-8%
Cc1ccc(C(=O)NC(=O)OCCn2c(C)cnc2[N+](=O)[O-])cc1	-4%	-1%	9%	-10%	-9%	-3%	-20%	-2%
COc1ccc(OC)c(NC(=S)N2CCN(c3ccccn3)CC2)c1	3%	-1%	21%	-10%	-2%	-8%	6%	2%
Fc1ccc(Nc2nc3ccccc3s2)cc1	-16%	1%	-7%	13µM*	9%	0%	-8%[10 µM]	-26%
CC(=O)c1cccc(NC(=S)NC(=O)c2ccccc2Br)c1	-5%	?	-12%	-4%	-6%	-6%	26%[10 µM]	-6%
O=C(NC(=S)N(CCCCO)C1CCCCC1)c1sc2ccccc2c1Cl	4%	?	-30%	-31%[inhibitor]	11%	-15%	-24%	-6%
CCn1c(/N=C/c2ccccc2NS(=O)(=O)c2ccc(C)cc2)nc2ccccc21	10%	10%	-30%	-10%	-2%	-17%	-4%[10 µM]	-5%
Cc1ccc(S(=O)(=O)c2cn(CC(=O)Nc3ccc4c(c3)OCO4)c3ccc(C)cc3c2=O)cc1	·	·	·	12%	-8%	-3%	·	-30%
CCn1c(SCC(=O)N2CCN(S(=O)(=O)c3ccccc3)CC2)nnc1-c1cccs1	13%	10%	12%	-35%[inhibitor]	-1%	3%	9%	3%
CCc1ccc(C2=NN(C(=O)OC)C(O)(C(F)(F)F)C2)cc1 (stereo unspecified)	-3%	-3%	22%	-2%	0%	-6%	-78%[inhibitor]	-4%
O=C(CCN1C(=O)c2ccccc2C1=O)NC(=S)Nc1ccccc1	-4%	?	-9%	-2%	-3%	?	4%[10 µM]	-25%
COc1cc(C(=O)Oc2ccccc2/C=N/NC(=O)c2ccc(C)cc2)cc(OC)c1OC	2%	3%	3%	-65%[inhibitor]	0%	-11%	-71%[inhibitor][10 µM]	-6%
Cc1ccccc1CSCCNC(=O)c1ccc(N(C)S(=O)(=O)c2ccccc2)cc1	4%	0%	-24%	-6%	4%	-5%	-68%[inhibitor]	-27%
CCOC(=O)CN1CC23C=CC(O2)C(C(=O)Nc2ccc(OCC)cc2)C3C1=O (stereo unspecified)	2%	19%	-19%	0%	-4%	-16%	27%[10 µM]	-15%
CC1CCN(S(=O)(=O)c2ccc3[nH]c(=O)c(=O)[nH]c3c2)CC1	-11%	-1%	3%	-9%	4%	1%	9%	2%
COc1ccc(CNC(=O)COC(=O)c2cnccn2)cc1	3%	-1%	7%	2%	5%	-13%	10%	-5%
CC(C)(C)NC(=O)C(c1ccsc1)N(CCc1ccccc1)C(=O)Cn1nnc2ccccc21 (stereo unspecified)	5%	?	8%	10%	3%	-4%	-4%	-4%
CC(NC(=O)C1CCCN1C(=O)OCc1ccccc1)c1ccccc1 (stereo unspecified)	-3%	9%	-2%	-2%	4%	-5%	-27%	-5%

Shown as a hit in SMN2 splice up, of those listed so far:
mol	KDM4E inh	ALDH1A1 block	HTT aggregate	SMN2 splice up	Tau FP inhib	Tau ThT inhib
COc1ccc2nc3sc(C(=O)NCc4cccs4)c(N)c3cc2c1	?	4µM*	3%	3.5µM*	-1%	16µM*
Fc1ccc(Nc2nc3ccccc3s2)cc1	-16%	1%	-7%	13µM*	9%	0%
